Arr AP2 block: blocks beta-arrestin peptide binding to AP2 adaptin. FITC-arrestin peptide / GST-AP2 beads, flow cytometry; AP2 beta2 appendage carries R879A mutation. inhibition, % at 10 µM. hit rate 0.31% among 340,000. AID 504490;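 active means inhibition above a set limit, near 3 SD of compounds lacking own fluorescence, cut at about 54% in these data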;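 further: plate controls were DMSO wells for no effect and 5 µM unlabelled arrestin peptide for full effect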
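test system = AP2 appendage R879A on GSH beads | buffer or medium = PBS plus Tween 20 (0.05%) and BSA (0.1%) | incubation = 12 min plus 1 h, RT | detection = bead flow cytometry, FITC channel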
SR-BI DiI-HDL act: SR-BI HDL lipid transfer activation. CHO ldlA[mSR-BI] cells, DiI-HDL uptake fluorescence, 3 h; 100 = double the neutral-control signal. activation, % at 12.5 µM. hit rate 0.096% among 320,000. AID 504775;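 active means mean replicate activation of at least 60% and every replicate at or above 60%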;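 further: 0% = median plate neutral-control signal and 100% = twice that signal; values of inactives mirror those of a sister screen read the other way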
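Test system: SR-BI-overexpressing, LDLR-lacking CHO cells; Medium: Ham's F12 with 0.5% BSA, HEPES 25 mM, pH 7.4; Schedule: 3 h, 37 °C; Technique: bottom-read fluorescence, 550/595 nm.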
PKA-R2B act: PKA-R2B complex activation; P22694+P31323; PKA-R2B holoenzyme dissociation, Cy5-IP20 fluorescence polarization; R2B truncated from residue 108, S112A mutant; 0% DMSO only, 100% 113 µM cGMP; activation, % at 11.4 µM; hit rate 0.079% among 340,000;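 active means activation above a cutoff set at the mean over all compounds plus 3 SD, cut at about 18% in these data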;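 further: higher means more holoenzyme dissociation and a rise in polarization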
SUMO Mot1 rescue: inhibitors of SUMOylation pathway: yeast Mot1-301 growth rescue; S. cerevisiae Mot1-301 growth rescue, ATP luminescence, 38.5C; percent above DMSO median, 100 means doubled; growth rescue, % at 18.8 µM; hit rate 1% among 320,000;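 active means every valid replicate shows activation above 250% relative to neutral control wells; inactive means the rest, any valid replicate at or below 250%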;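 further: OY570 slx delta 5 strain wells were the positive control but not used for scaling; some compounds called inactive have numbers as strong as hits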
PKA-R1A act: activators of PKA-R1A complex; P00514+P68181; PKA-R1A dissociation, Cy5-IP20 fluorescence polarization; scaled: DMSO 0%, 113 µM cGMP 100%; activation, % at 11.4 µM; hit rate 0.083% among 340,000;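 active means percent activation above the mean of all tested compounds plus 3 SD, cut at about 19% in these data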;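 further: higher means more PKAc released from R1A so a rise in polarization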
MITF act: MITF TRPM1 promoter activation in melanoma cells; SK-MEL-5 TRPM1-promoter luciferase, 24 h; % of positive control, neutral wells = 0; activation, % at 12.5 µM; hit rate 0.75% among 300,000; AID 588334;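 active means mean activation of at least 80% with every replicate also reaching 80%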;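 further: 0% = neutral control wells and 100% = parthenolide positive control wells; values of inactives mirror those of a sister screen read the other way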
CDK5 p35 inh: blocks human CDK5/p35 kinase activity; Recombinant CDK5/p35, ADP-Glo luminescence, 60 min; inhibition, % at 10 µM; hit rate 0.01% among 330,000;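 active means highest replicate inhibition of at least 50% and at least 75% of replicates reaching 50%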;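 further: plate controls were DMSO neutral control for no effect and GW8510 at 10 µM for full effect; many of its hits are not listed in these tables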
SR-BI DiI inh: blocks mouse SR-BI lipid uptake from DiI-HDL | Q61009 | ldlA[mSR-BI] CHO cells, DiI-HDL uptake fluorescence, 3 h | inhibition, % at 12.5 µM | hit rate 0.96% among 320,000;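 active means mean replicate inhibition of at least 70% and a set share of replicates each scoring 70 or more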;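 further: 0% = median of neutral control wells and 100% = median of positive control wells; values of inactives mirror those of a sister screen read the other way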
Pemphigus Ab inh: blocks pemphigus antibody binding to human desmoglein-3; binding (percent of control), % at 10 µM; DSG3-coupled beads, scFv-anti-DSG3-GFP binding, flow cytometry; stronger effect = lower value; hit rate 0.48% among 310,000; P32926;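 active means binding more than 3 SD below its plate's average and above zero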; further: some compounds called inactive have numbers as strong as hits
NSD2 HMT inh: NSD2 (human) methyltransferase inhibition; hit rate 0.54% among 310,000; NSD2 peptide methylation, AlphaScreen, 120 min; O96028; inhibition, % at 12.5 µM; in the data active means inhibition above about 50%
Target sequence (O96028 whole entry, looked up): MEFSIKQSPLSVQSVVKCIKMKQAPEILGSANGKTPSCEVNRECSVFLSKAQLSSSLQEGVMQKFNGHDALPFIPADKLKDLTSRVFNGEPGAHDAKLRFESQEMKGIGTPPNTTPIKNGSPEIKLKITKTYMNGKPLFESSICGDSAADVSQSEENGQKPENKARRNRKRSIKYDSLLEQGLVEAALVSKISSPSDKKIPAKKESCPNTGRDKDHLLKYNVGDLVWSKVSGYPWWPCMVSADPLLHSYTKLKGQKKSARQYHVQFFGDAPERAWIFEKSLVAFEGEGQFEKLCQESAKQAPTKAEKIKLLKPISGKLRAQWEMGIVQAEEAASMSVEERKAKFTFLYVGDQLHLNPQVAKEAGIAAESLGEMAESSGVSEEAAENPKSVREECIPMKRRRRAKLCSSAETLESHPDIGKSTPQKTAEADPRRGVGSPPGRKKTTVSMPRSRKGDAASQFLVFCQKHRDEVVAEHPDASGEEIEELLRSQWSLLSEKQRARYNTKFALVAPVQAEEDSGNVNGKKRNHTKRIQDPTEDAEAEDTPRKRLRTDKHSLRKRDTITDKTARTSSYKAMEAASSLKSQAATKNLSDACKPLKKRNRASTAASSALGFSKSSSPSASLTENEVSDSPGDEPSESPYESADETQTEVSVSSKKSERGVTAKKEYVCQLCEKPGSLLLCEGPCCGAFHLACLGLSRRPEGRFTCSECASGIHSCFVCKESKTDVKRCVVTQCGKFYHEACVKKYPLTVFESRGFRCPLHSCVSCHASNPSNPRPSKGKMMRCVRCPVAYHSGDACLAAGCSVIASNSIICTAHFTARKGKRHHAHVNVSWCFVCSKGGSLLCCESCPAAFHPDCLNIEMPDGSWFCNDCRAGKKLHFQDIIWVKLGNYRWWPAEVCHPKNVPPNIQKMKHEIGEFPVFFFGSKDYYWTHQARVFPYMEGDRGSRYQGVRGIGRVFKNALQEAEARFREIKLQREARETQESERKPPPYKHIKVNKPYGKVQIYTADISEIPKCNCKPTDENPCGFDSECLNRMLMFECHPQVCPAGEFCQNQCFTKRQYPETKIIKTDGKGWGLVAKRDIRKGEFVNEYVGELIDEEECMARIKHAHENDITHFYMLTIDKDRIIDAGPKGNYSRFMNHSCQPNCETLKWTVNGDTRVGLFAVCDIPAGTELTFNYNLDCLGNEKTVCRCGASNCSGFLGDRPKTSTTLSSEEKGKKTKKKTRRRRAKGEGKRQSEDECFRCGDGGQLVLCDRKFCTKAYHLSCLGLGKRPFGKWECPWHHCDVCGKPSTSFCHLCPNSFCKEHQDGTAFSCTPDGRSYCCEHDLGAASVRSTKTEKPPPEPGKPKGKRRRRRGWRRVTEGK
dFosB act: enhances mouse delta FosB homodimer DNA binding; activation, % at 25 µM; purified delta FosB, TAMRA-CDK5 oligo fluorescence polarization; percent of positive-control signal above neutral wells; hit rate 0.99% among 340,000;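 active means mean activation above about 17%, with every replicate also reaching it, limit read from the data, passing the limit was not always enough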;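 further: fluorescence polarization rise as delta FosB binds a TAMRA Cdk5 AP-1 oligo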
Numbers without * were called inactive; . = not tested or not shown. Random draw from the library, and some 4.7% of all compounds hit somewhere here.

item | SMILES | SR-BI DiI inh | MITF act | PKA-R2B act | CDK5 p35 inh | dFosB act | Pemphigus Ab inh
1 | NC(=O)[C@@H]1CCCN1Cc1nc(Cc2ccccc2Cl)no1 | -11 | 17 | 1 | -0.2 | -6 | 119
2 | Cc1cccc(C)c1OCc1cc(C(=O)N2CCC[C@H]2C(N)=O)no1 | 20 | 10 | 7 | -1.2 | 1 | 103
3 | O=C(Cn1c(=O)oc2ccccc21)Nc1ccc(F)c(F)c1 | -7 | -15 | -3 | -0.5 | 3 | 101
4 | CCN1C(=O)/C(=C\N(C)C)S/C1=N\S(=O)(=O)c1ccc(C)cc1 | 3 | -10 | -2 | 0.4 | 4 | 108
5 | O=C(OCc1ccc([N+](=O)[O-])cc1)C1CC(=O)N(Cc2ccccc2Cl)C1 (configuration not stated) | -20 | -4 | -6 | -3.0 | 4 | 113
6 | COc1cc([N+](=O)[O-])ccc1NC(=O)COC(=O)C1=NN(c2ccccc2)C(=O)CC1 | 4 | -3 | 7 | 1.6 | -6 | 100
7 | Cc1ccc(CNC(=O)c2ccc(COc3ccccc3)cc2)cc1 | -18 | 10 | -6 | 2.1 | -6 | 90
8 | COc1ccccc1NC(=O)CN1CCN(C2c3ccccc3-c3ccccc32)CC1 | 28 | -5 | -15 | -1.8 | -7 | 100
9 | COc1cccc(Cl)c1NC(=O)N1CCN(c2ccnc3cc(Cl)ccc23)CC1 | 29 | 26 | -1 | -0.8 | -3 | 114
10 | CCOc1ccc(CCNC(=O)C2CCCN(S(=O)(=O)N3CC(C)CC(C)C3)C2)cc1OCC (configuration not stated) | 21 | -7 | -16 | . | -3 | 100
11 | Cc1nnc(NC(=O)CSc2nnc(CNC(=O)c3ccccc3F)n2C(C)C)s1 | -11 | 5 | 0 | 0.8 | -20 | 98
12 | COc1ccc(Cl)cc1NC(=O)Nc1ccc(Br)cn1 | 31 | -18 | -9 | 0.9 | 2 | .
13 | Cc1ccc(C2CN(c3ccccc3)CC2C(=O)c2ccc(F)cc2)cc1 (configuration not stated) | 34 | 2 | 5 | 0.3 | -10 | .
14 | O=C(OCC(=O)N1CCCc2ccccc21)c1cccc(C(F)(F)F)c1 | -16 | -1 | -14 | -4.7 | -13 | 101
15 | FC(F)(F)c1cc(-c2ccco2)nc(NCc2ccc(Cl)cc2)n1 | 25 | . | 7 | 0.0 | -7 | .

item | Arr AP2 block | SR-BI DiI-HDL act | NSD2 HMT inh | PKA-R1A act | SUMO Mot1 rescue
1 | 12 | 11 | 0 | -6 | 7
2 | -2 | -20 | 1 | 5 | 15
3 | -10 | 7 | -1 | -4 | -1
4 | -1 | -3 | . | 6 | 2
5 | -12 | 20 | -1 | 0 | 61
6 | 0 | -4 | -1 | -1 | -6
7 | 4 | 18 | -3 | -8 | -3
8 | 30 | -28 | 3 | -10 | 3
9 | 0 | -29 | 19 | -8 | 576
10 | -15 | -21 | -6 | -2 | 1
11 | 4 | 11 | 3 | 6 | .
12 | 24 | -31 | 0 | 1 | 421
13 | 23 | -34 | -1 | 8 | 20
14 | -7 | 16 | -2 | 0 | 16
15 | 18 | -25 | -2 | 1 | -1

Values by screen from above:
Compounds 8 to 15 in Arr AP2 block, in turn: 30, 0, -15, 4, 24, 23, -7, 18
Compounds 8 to 15 in NSD2 HMT inh, in turn: 3, 19, -6, 3, 0, -1, -2, -2

The listing picks up with the 3 entries that preceded the break.
item | SMILES | SR-BI DiI inh | MITF act | PKA-R2B act | CDK5 p35 inh | dFosB act | Pemphigus Ab inh
13 | Cc1ccc(C2CN(c3ccccc3)CC2C(=O)c2ccc(F)cc2)cc1 (configuration not stated) | 34 | 2 | 5 | 0.3 | -10 | .
14 | O=C(OCC(=O)N1CCCc2ccccc21)c1cccc(C(F)(F)F)c1 | -16 | -1 | -14 | -4.7 | -13 | 101
15 | FC(F)(F)c1cc(-c2ccco2)nc(NCc2ccc(Cl)cc2)n1 | 25 | . | 7 | 0.0 | -7 | .
16 | COc1ccc(OC)c(NC(=S)NCCSc2ccc(C)cc2)c1 | 13 | -2 | -6 | 0.8 | -6 | 106
17 | COc1ccc(-c2cc(C(F)F)n3ncc(C(=O)N4CCN(C(=O)c5ccco5)CC4)c3n2)cc1 | 66 | -11 | 7 | 2.8 | -17 | 96
18 | Cc1cc(N2CCN(Cc3cn(C)nc3-c3cccc(Cl)c3)CC2)cc(C)n1 | -23 | -6 | -5 | -0.7 | -12 | 99
19 | Cc1cccc(OC(C)C(=O)N2CCCc3ccccc32)c1 (configuration not stated) | 9 | -5 | 4 | -2.0 | -5 | 105
20 | Cc1cc(NC(=O)CCC(=O)N(CC(=O)NCC2CCCO2)c2cccc(C)c2C)no1 (configuration not stated) | . | . | 4 | -0.3 | -3 | 100
21 | CCOc1ccccc1NC(=S)NC1CCCCC1 | -3 | 17 | -4 | 0.9 | 2 | 96
22 | CCOc1ccccc1NC(=O)COc1ccc2c(c1)OCO2 | . | 13 | -4 | -0.5 | 2 | 102
23 | Cc1ccc(NCCC(=O)c2cccc([N+](=O)[O-])c2)c(C)c1 | -26 | 37 | -10 | 0.9 | -8 | 104
24 | Nc1c(C(=O)NCc2ccco2)nnn1-c1ccccc1 | 13 | 37 | -5 | 2.4 | 12 | 102
25 | CCC(C)Sc1nc2c(c(=O)[nH]c(=O)n2C)n1Cc1ccc(Cl)cc1 (configuration not stated) | 17 | 19 | -4 | 0.6 | -10 | 91
26 | CN(C)c1nc(Cl)nc(NCCOc2ccccc2)n1 | 22 | 8 | -10 | -3.3 | 1 | 126
27 | CC(=O)c1ccc(OCCCC(=O)NCC(c2ccco2)N(C)C)cc1 (configuration not stated) | 23 | . | -7 | -0.1 | -5 | .
28 | O=C(CCc1ccc(F)c(F)c1)NC1CCCN(Cc2ccc(Cl)cc2)C1 (configuration not stated) | 25 | 3 | 2 | 1.2 | -6 | 100
29 | Cc1ccc(NC(=S)NC2CCN(Cc3ccccc3)CC2)cc1C | 16 | -6 | -1 | -4.6 | -8 | 99
30 | CS(=O)(=O)c1ccc(NC(=O)CCCc2nc3ccccc3c(=O)[nH]2)cc1 | -13 | 1 | 3 | -0.6 | -1 | 111

item | Arr AP2 block | SR-BI DiI-HDL act | NSD2 HMT inh | PKA-R1A act | SUMO Mot1 rescue
13 | 23 | -34 | -1 | 8 | 20
14 | -7 | 16 | -2 | 0 | 16
15 | 18 | -25 | -2 | 1 | -1
16 | 21 | -13 | 4 | 0 | -6
17 | 3 | -66 | . | -14 | -21
18 | 2 | 23 | 3 | -2 | -11
19 | 0 | -9 | -4 | -2 | -6
20 | 12 | . | 0 | -9 | -3
21 | -7 | 3 | . | -10 | 8
22 | -7 | . | 9 | -1 | 2
23 | 7 | 26 | 2 | 9 | 62
24 | -3 | -13 | -2 | 3 | -3
25 | 10 | -17 | . | 3 | 1
26 | 23 | -22 | -2 | -1 | -24
27 | 17 | -23 | 1 | -18 | 2
28 | 6 | -25 | -1 | -3 | 2
29 | -2 | -16 | 6 | -10 | 98
30 | 25 | 13 | -4 | -4 | -36

Later entries.
item | SMILES | SR-BI DiI inh | MITF act | PKA-R2B act | CDK5 p35 inh | dFosB act | Pemphigus Ab inh
31 | COc1cc(-c2ccc(NC(C)=O)c(OC)c2)ccc1NC(C)=O | 41 | -4 | 1 | -0.5 | -2 | .
32 | O=C(CSc1ccc(-c2ccco2)nn1)NCc1ccc(Cl)cc1 | -5 | 4 | 1 | -0.2 | 1 | 118
33 | COc1ccc(CN(CC(=O)NC2CCCC2)C(=O)CCC(=O)Nc2cc(C)on2)cc1 | -6 | -7 | -3 | 1.0 | -2 | 110
34 | CCOC(=O)c1c(C=O)c(C)n(Cc2ccccc2)c1C | 16 | -3 | -1 | 2.5 | -8 | .
35 | O=C(CC(=O)NN=C1CCCCCC1)NCc1cccnc1 | 0 | -3 | 3 | -0.4 | -5 | 97
36 | N#C/C(=C/c1ccc(N2CCCC2)c([N+](=O)[O-])c1)c1nc2ccccc2[nH]1 | 42 | . | -4 | -1.0 | -7 | 85
37 | COc1ccc(S(=O)(=O)Cc2ccc(C(=O)NCCCN3CCc4ccccc4C3)o2)cc1 | -22 | -3 | 0 | 0.6 | -13 | 113
38 | O=C(CSCc1ccc(Br)cc1)NCc1ccccn1 | -16 | -12 | -2 | 5.7 | -1 | 102
39 | Cc1nnc(NC(=O)C2CCCO2)s1 (configuration not stated) | -4 | 2 | -3 | -6.9 | 3 | .
40 | O=C(NCCCO)/C(=C\c1ccco1)NC(=O)c1ccco1 | -12 | . | -7 | -0.1 | -5 | 99
41 | Cc1cccc(NC(=O)CCC(=O)N/N=C/c2cc([N+](=O)[O-])ccc2O)c1 | -16 | -17 | -1 | 0.2 | 3 | 101
42 | CCOC(=O)c1sc(NC(=O)CSc2nc(-c3ccco3)cc(C(F)(F)F)n2)c(C(=O)OCC)c1C | . | 18 | -3 | -1.5 | -6 | 98
43 | CC(NC(=O)c1ccc2ccccc2n1)c1ccc(S(N)(=O)=O)cc1 (configuration not stated) | . | -18 | -7 | -0.4 | -2 | 113
44 | COc1cccc(NC(=S)N2CCN(S(=O)(=O)c3ccc(F)cc3)CC2)c1 | -15 | 1 | 4 | 2.1 | -7 | 106
45 | CC(CN1CCCCC1)OC(=O)COc1ccc(Cl)cc1 (configuration not stated) | -1 | . | 11 | 0.7 | -1 | 116
46 | CCn1ncc(NC(=S)Nc2ccc3c(c2)OCO3)c1C(N)=O | 3 | 13 | -21 | 0.4 | -1 | 105
47 | COc1ccc(N=CC2=C(O)CCCC2=O)cc1 | -12 | -2 | -4 | 0.9 | 2 | 98

item | Arr AP2 block | SR-BI DiI-HDL act | NSD2 HMT inh | PKA-R1A act | SUMO Mot1 rescue
31 | -15 | -41 | -2 | 8 | 223
32 | -6 | 5 | 7 | -8 | .
33 | -3 | 6 | 0 | -17 | -5
34 | -6 | -16 | 1 | 11 | -5
35 | 34 | 0 | -1 | 2 | -21
36 | 0 | -42 | 0 | -7 | 143
37 | 5 | 22 | . | 1 | 7
38 | -5 | 16 | -3 | 1 | 4
39 | -4 | . | -1 | 13 | 4
40 | 3 | 12 | 0 | -6 | 2
41 | 36 | 16 | 0 | -7 | 11
42 | -5 | . | 4 | -6 | .
43 | -11 | . | 3 | 2 | -10
44 | -3 | 15 | 2 | -7 | 11
45 | 2 | 1 | 35 | 11 | -5
46 | -16 | -3 | 4 | 0 | 1
47 | 3 | 12 | 0 | 11 | -5

From PubChem BioAssay
